Screens from PubChem.
Fam108B counter – counter-screen for RBBP9 inhibitors: inhibitors of mouse Fam108B; recombinant Fam108B, FP-Rh probe fluorescence polarization; inhibition, % at 9.51 µM; 300,000 compounds, 0.33% hits; AID 1947;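 active = inhibition above the screen mean inhibition plus 3 SD, computed separately per campaign, cut at about 18% in these data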;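 also: inhibitors lower polarization as less probe binds the enzyme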
GRK2 inh – blocks RNA aptamer binding to human GRK2; bead flow cytometry, FAM-aptamer displacement from GRK2; inhibition of aptamer binding, % at 10 µM; 330,000 compounds, 0.59% hits;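 active = inhibition of aptamer binding above 40%, roughly 3 SD of noise, on plates passing a quality check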;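 also: median bead fluorescence of bound FAM aptamer so fluorescent compounds give negative values; no value below 0 was filed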
MCL1-BIM inh – disrupts human MCL1 binding to BIM-BH3 peptide; Q07820; GST-MCL1 / FITC-Bim-BH3 fluorescence polarization; inhibition, % at 10.9 µM; 320,000 compounds, 0.68% hits; AID 2057;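 active = inhibition above the mean inhibition of all tested compounds plus 3 SD, set per campaign, cut at about 40% in these data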;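 also: 0% = DMSO wells and 100% = unlabeled Bim-BH3 peptide control; higher means more loss of mP so more displacement of Bim peptide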
Target sequence (Q07820 whole entry, looked up): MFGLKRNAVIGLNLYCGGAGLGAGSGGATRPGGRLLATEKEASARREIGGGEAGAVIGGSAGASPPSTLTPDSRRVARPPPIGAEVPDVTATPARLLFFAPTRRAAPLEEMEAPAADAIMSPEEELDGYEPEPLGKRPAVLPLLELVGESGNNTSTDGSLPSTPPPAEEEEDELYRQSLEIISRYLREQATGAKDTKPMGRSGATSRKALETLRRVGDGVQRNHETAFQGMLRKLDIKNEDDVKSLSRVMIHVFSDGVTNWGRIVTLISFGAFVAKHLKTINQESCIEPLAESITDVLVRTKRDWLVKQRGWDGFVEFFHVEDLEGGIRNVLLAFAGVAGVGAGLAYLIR
MEX-5 binding – C. elegans MEX-5 TCR-2 RNA binding activity; Q9XUB2; MEX-5/FITC-TCR2 RNA binding, fluorescence polarization; stronger effect = lower value; activity score (negative = inhibition of binding), % at 10 µM; 300,000 compounds, 0.38% hits;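 active = inhibition past about -25% in most replicates, and total fluorescence under double the plate's negative control median, limit read from the data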;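 also: 0% = DMSO and -100% = 5 µM competing unlabeled TCR2 RNA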
PME-1 primary – PME-1 (human) inhibition; recombinant PME-1, FP-Rh probe fluorescence polarization; inhibition, % at 5.9 µM; 320,000 compounds, 0.53% hits; AID 2130;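 active = inhibition above the campaign mean of all compounds plus 3 SD, cut at about 26% in these data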;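 also: competitive labeling of PME-1 active site by serine hydrolase directed probe; 0% = PME-1 with DMSO and 100% = wells lacking PME-1 enzyme; inhibitors block probe labeling so polarization falls and inhibition rises; many of its hits are not listed in these tables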
Target sequence (Q9Y570 whole entry, looked up): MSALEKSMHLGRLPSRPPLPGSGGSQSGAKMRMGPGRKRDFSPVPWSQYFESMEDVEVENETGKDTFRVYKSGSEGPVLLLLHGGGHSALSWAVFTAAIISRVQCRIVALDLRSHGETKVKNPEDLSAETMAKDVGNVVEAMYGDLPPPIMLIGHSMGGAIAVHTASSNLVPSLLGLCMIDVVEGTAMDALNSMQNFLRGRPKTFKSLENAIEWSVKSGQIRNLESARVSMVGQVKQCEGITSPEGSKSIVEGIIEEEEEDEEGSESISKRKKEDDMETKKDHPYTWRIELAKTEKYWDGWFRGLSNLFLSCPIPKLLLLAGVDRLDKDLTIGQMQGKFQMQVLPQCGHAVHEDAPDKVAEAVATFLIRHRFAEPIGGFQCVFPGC
Efflux pump mplx – blocks antifungal efflux pumps in multiplex yeast assay. S. cerevisiae Candida pump triplex, Nile Red efflux. inhibition, % at 10 µM. 330,000 compounds, 0.44% hits. AID 485275;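 active = plate passing quality check with inhibition over a set limit, or well fluorescence over plate mean plus 4 SD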;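 also: Nile Red retained in pooled yeast measured as flow cytometry median fluorescence; 0% = buffer negative control and 100% = Enniatin B positive control; higher means more Nile Red kept so more efflux inhibition; some compounds called inactive have numbers as strong as hits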
VLA-4 inh – inhibition in a human VLA-4 binding assay; inhibition, % (about 7 µM as worked out from the volumes in the protocol); VLA-4 expressing cells, ligand binding flow cytometry; AID 2557; P13612; 330,000 compounds, 0.2% hits; in the data active = inhibition above about 50%
GLD-1 TGE inh – GLD-1-TGE RNA interaction inhibition (C. elegans); 320,000 compounds, 0.44% hits; inhibition, % at 5.96 µM; Q17339; purified GLD-1 + fluorescein TGE RNA, fluorescence polarization;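 active = percent inhibition above a per-plate cutoff, the plate mean of test compounds plus 3 SD, cut at about 30% in these data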;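 also: 0% = DMSO wells with GLD-1 and probe and 100% = wells lacking GLD-1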
BCLXL inh – blocks human Bcl-xL binding to Bim BH3 peptide; Q07817; GST-Bcl-xL / FITC-Bim BH3 peptide fluorescence polarization; inhibition, % at 10.9 µM; 320,000 compounds, 0.7% hits; AID 2129;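 active = inhibition above the mean of all tested compounds plus 3 SD, cutoff set per campaign, cut at about 30% in these data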;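 also: 0% = DMSO wells and 100% = unlabeled Bim-BH3 peptide competitor; inhibitors lower millipolarization by displacing the labeled peptide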
Target sequence (Q07817 whole entry, looked up): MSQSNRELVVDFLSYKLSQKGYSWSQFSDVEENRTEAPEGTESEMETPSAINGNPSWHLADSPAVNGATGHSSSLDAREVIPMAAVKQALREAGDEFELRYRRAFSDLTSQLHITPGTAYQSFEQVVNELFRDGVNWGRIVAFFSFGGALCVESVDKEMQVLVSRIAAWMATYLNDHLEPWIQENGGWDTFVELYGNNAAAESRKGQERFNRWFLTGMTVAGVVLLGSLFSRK
* hit, by the source's call; nt = not tested or not shown.

SMILES | Fam108B counter | GRK2 inh | MCL1-BIM inh | MEX-5 binding | PME-1 primary | Efflux pump mplx | VLA-4 inh | GLD-1 TGE inh | BCLXL inh
COc1ccc(CCN2CC(C(=O)NCCc3cnn(C)c3)CCC2=O)cc1 (stereo not drawn) | 3 | 2 | -1 | -1.1 | 4 | 0.2 | -2 | -2 | 1
O=C(C[C@@H]1C/C=C/CC[C@@H](Cc2ccc(F)cc2)C(=O)O[C@H](c2ccccc2)CNC1=O)NCCO | nt | 0 | nt | nt | nt | -0.3 | 5 | 5 | nt
CCC(C)[C@H](NC(=O)NC1CC1)C(=O)O (stereo partly drawn) | 0 | 4 | -1 | -2.5 | 8 | 0.0 | 8 | 2 | 7
Cc1nc(-c2ccccc2O)n(S(=O)(=O)N(C)C)n1 | 4 | 0 | 6 | 0.1 | 0 | -0.2 | -10 | 3 | 3
CC(C)(C)C1CCC(OC(=O)CCC(=O)Nc2ccccc2)CC1 (stereo not drawn) | 1 | 2 | 9 | -0.8 | -6 | 0.0 | 1 | 1 | 9
CCCSC1=N/C(=C\c2ccc3c(c2)OCO3)C(=O)S1 | -2 | 0 | 4 | -1.7 | 1 | -0.1 | 0 | -1 | 4
CSc1ccccc1C(=O)C1CCCN(C(=O)NC(C)C)C1 (stereo not drawn) | 1 | 2 | 6 | -0.7 | 3 | 0.0 | 6 | -3 | 3
CCN(C(=O)COC(=O)CSc1ccc(C(N)=O)cc1[N+](=O)[O-])C1CCCCC1 | 1 | 0 | -3 | 0.1 | 5 | -0.6 | -5 | -3 | 1
COc1ccc(OCc2nnc3n2N=C(c2ccc(C)cc2)CS3)cc1 | 0 | 3 | -6 | 4.2 | 1 | 0.4 | -7 | -3 | 2
COc1ccccc1NC(=S)NC1CCCCCCCCCCC1 | -4 | 2 | 15 | 0.1 | 25 | 0.1 | -5 | 1 | 6
Cn1c(=O)cc(OCC(=O)NCCC2=CCCCC2)c2ccccc21 | -3 | 0 | 6 | -0.4 | -12 | 0.2 | 3 | 1 | 1
CCOC(=O)c1cc2occc2n1Cc1ccc(F)cc1 | -2 | 0 | -4 | -1.2 | -2 | 0.0 | 8 | -3 | 4
Cc1ccc(C(=O)NCC(=O)OCC(=O)NCCc2ccccc2)s1 | -1 | 4 | -2 | -2.9 | -6 | 0.1 | 11 | 7 | 0
CCOC(=O)CN1C(=O)/C(=C/c2cccc(Br)c2)Oc2ccccc21 | 1 | 3 | -6 | 0.0 | 3 | 0.1 | 10 | 5 | 0
O=C(NC1CCCCC1)c1ccc(COc2ccccc2)o1 | 0 | 4 | 0 | -2.3 | -3 | 0.1 | 5 | -1 | -2
O=[N+]([O-])c1ccccc1/C=C/C=N/n1c(-c2ccc(Cl)cc2)n[nH]c1=S | -1 | 0 | 0 | 1.0 | 4 | 0.1 | 15 | 3 | -21
COc1ccc2nc(NC(=O)c3ccccc3[N+](=O)[O-])sc2c1 | -2 | 0 | 7 | -3.0 | 0 | 0.0 | 8 | 9 | 7
COc1ccc(-c2cc(C)no2)cc1S(=O)(=O)N1CCN(c2ccccc2F)CC1 | -1 | 0 | 4 | 3.9 | -2 | 0.0 | 1 | 4 | 5
CCOc1ccc(NC(=O)CN2CCN(CC(=O)Nc3cccc(F)c3)CC2)cc1 | -2 | 0 | 0 | nt | 2 | 0.4 | 5 | 2 | 3
O=C(COc1ccccc1[N+](=O)[O-])Nc1cccc(S(=O)(=O)N2CCCC2)c1 | nt | 4 | nt | nt | nt | -0.2 | -12 | 7 | nt

Complete entries as entered above:
Listed for CC(C)(C)C1CCC(OC(=O)CCC(=O)Nc2ccccc2)CC1 (stereo not drawn) → Fam108B counter = 1; GRK2 inh = 2; MCL1-BIM inh = 9; MEX-5 binding = -0.8; PME-1 primary = -6; Efflux pump mplx = 0.0; VLA-4 inh = 1; GLD-1 TGE inh = 1; BCLXL inh = 9
Listed for CCC(C)[C@H](NC(=O)NC1CC1)C(=O)O (stereo partly drawn) → Fam108B counter = 0; GRK2 inh = 4; MCL1-BIM inh = -1; MEX-5 binding = -2.5; PME-1 primary = 8; Efflux pump mplx = 0.0; VLA-4 inh = 8; GLD-1 TGE inh = 2; BCLXL inh = 7

Continuation:
SMILES | Fam108B counter | GRK2 inh | MCL1-BIM inh | MEX-5 binding | PME-1 primary | Efflux pump mplx | VLA-4 inh | GLD-1 TGE inh | BCLXL inh
Cn1nccc1C(=O)c1ccc(Cl)cc1 | 6 | 1 | 2 | -3.0 | -1 | -0.1 | 4 | 2 | 6
Cc1cccc(-c2noc(CN(C)C(=O)c3ccco3)n2)c1 | 4 | 0 | 4 | 0.0 | 1 | -0.7 | -4 | -3 | 2
COCCCNC(=O)CN1C(=O)c2cccc3cccc1c23 | -1 | 1 | -5 | 1.9 | 3 | -0.1 | 6 | 3 | 0
COc1cc(SC)ccc1C(=O)Nc1ccc2c(c1)CCC2 | -2 | 4 | -7 | -3.1 | 0 | 0.2 | 18 | 1 | -3
O=C(Cc1ccccc1)NN1C(=O)C2C3C=CC(C3)[C@@H]2C1=O (stereo partly drawn) | -2 | 3 | 2 | 2.4 | 4 | -0.1 | 11 | 5 | 0
C#CCOCCOCCOCCNc1nc(N2CCN(C(=O)[C@H](CCCN=C(N)N)n3cc(C(N)[C@H](C)CC)nn3)CC2)nc(N2CCN(C(=O)[C@H](CCCN=C(N)N)n3cc(C(N)[C@@H](C)CC)nn3)CC2)n1 (stereo partly drawn) | nt | 0 | nt | nt | nt | 0.1 | 7 | 0 | nt
CC1(CCc2ccccc2)NC(=S)N(c2ccccc2)N1 (stereo not drawn) | 1 | 0 | -6 | 0.8 | -5 | -0.1 | -129 | -1 | 4
N[C@@H](Cc1ccc(O)cc1)C(=O)Nc1ccc2ccccc2c1 | nt | 0 | 2 | nt | 0 | 0.6 | 5 | 2 | -2
C=CCNC(=O)c1ccccc1NC(=O)c1cccc2ccccc12 | -4 | 1 | -2 | -3.1 | 1 | 0.2 | -1 | -5 | 4
Cc1cccc(C)c1N1C(=O)CC(N2CCN(S(=O)(=O)c3ccccc3F)CC2)C1=O (stereo not drawn) | nt | 6 | nt | nt | nt | 0.0 | -5 | 1 | nt
CCc1ccc(-c2ccc3nnc(SCC(N)=O)n3n2)cc1 | -2 | 1 | -13 | 0.0 | -3 | -0.1 | 1 | 6 | -5
COc1cccc(C2CC(c3ccc(Cl)cc3Cl)n3nc(N)nc3N2)c1 (stereo not drawn) | 0 | 0 | 4 | 1.7 | 1 | 0.3 | 38 | 7 | 6
CCCCCCCNC(=O)C1(CC2CC(c3ccc(Cl)cc3)=NO2)CCN(C(=O)c2cc(OCC)c(OCC)c(OCC)c2)CC1 (stereo not drawn) | -7 | 3 | 1 | -0.3 | -2 | 0.0 | 13 | 7 | 0
O=c1[nH]c(/C=C/c2ccccc2)c([N+](=O)[O-])c(=O)[nH]1 | nt | 2 | nt | -0.1 | nt | 0.0 | 11 | nt | nt
Cc1nc(=S)n(-c2ccccc2)[nH]1 | -3 | 4 | -2 | 0.5 | 4 | 0.0 | 21 | 9 | -3
Cc1cccc(S(=O)(=O)N2CCC(CO)(Cc3ccccc3)CC2)c1 | -3 | 0 | -6 | -1.9 | -2 | 0.1 | -6 | 11 | 2
NC(=O)c1cc2n(n1)C(C(F)(F)F)CC(c1ccco1)N2 (stereo not drawn) | 3 | 3 | 9 | -3.7 | 5 | 0.0 | -14 | -1 | 7
Cn1c(=O)n(CCc2ccccc2)c(=O)c2c1ncn2Cc1ccccc1 | 6 | 74* | 3 | -0.9 | -3 | 0.1 | 5 | 3 | 2
O=C(Nc1nc2ccc([N+](=O)[O-])cc2s1)c1ccco1 | 2 | 1 | -3 | -0.6 | 7 | -0.1 | -2 | -15 | -3
CCN(CC(=O)NCc1cccs1)C(=O)c1ccc(NS(=O)(=O)c2ccc(C(C)=O)cc2)cc1 | -1 | 0 | 5 | 0.8 | -3 | -0.1 | 30 | 4 | 0
Cc1cc(C)n(-c2nnc(C)n2N)n1 | -1 | 0 | -2 | 0.0 | -2 | -0.1 | -1 | -3 | 2
CCCCc1ccc(NC(=S)Nc2ccc(Cl)c(S(=O)(=O)N(C)C)c2)cc1 | -44 | 0 | 1 | 2.9 | -10 | 1.0 | -13 | 3 | 3
C[C@H](CO)N1C[C@H](C)[C@H](CN(C)Cc2ccccc2)Oc2c(NC(=O)Nc3ccc(F)cc3)cccc2C1=O | nt | 0 | nt | nt | nt | 0.1 | 10 | 2 | nt
Cc1noc(C)c1COc1ccc(C(=O)NCc2cccs2)cc1 | nt | 0 | nt | nt | nt | -0.2 | 12 | 1 | nt
O=C(O)c1ccc(N=C2SCC(=O)N2Cc2ccccc2)cc1 | -3 | 0 | 6 | -1.4 | 3 | 0.2 | 1 | -2 | 8
CC1CCCC(NC(=O)COC(=O)CSc2ccc3ccccc3c2)C1C (stereo not drawn) | 7 | 3 | 6 | 1.6 | 2 | -0.1 | 12 | 7 | 5
O=C1C2CC=CCC2C(=O)N1CNc1ccccc1 (stereo not drawn) | -1 | 1 | -3 | 0.0 | 7 | 0.0 | 8 | 4 | -1
CCN(CC)CCN1C(=O)C(=O)/C(=C(/O)c2ccc(OC)cc2)C1c1ccco1 (stereo not drawn) | -3 | 2 | 7 | -2.1 | -4 | 0.0 | 10 | 2 | 7
O=C(CCc1nc2ccccc2c(=O)[nH]1)OCc1ccc(-c2ccccc2)cc1 | -4 | 1 | -17 | 1.8 | -3 | 0.4 | -17 | -6 | -7
CN(Cc1nc(-c2cccs2)no1)CC1(N2CCOCC2)CCCCC1 | -6 | 0 | -4 | -3.7 | 5 | 0.4 | 3 | 2 | 0
CCOc1ccc(OCC)c(NC(=O)CN(C)S(=O)(=O)c2cccc3nsnc23)c1 | 0 | 1 | 5 | -1.0 | 9 | 0.5 | -5 | -8 | 0
COC(=O)CC1=C(C)C(=O)CC2C(C)(C)CCCC12C (stereo not drawn) | -2 | 0 | 0 | -1.0 | 6 | 0.2 | 14 | 5 | 2
O=C(O)CC1=C(O)C(=O)N(c2ccccc2)C1c1ccccc1 (stereo not drawn) | 0 | 4 | 0 | 1.4 | 7 | 0.0 | 3 | 9 | 2
CCOC(=O)c1c(C)n(-c2ccc(F)cc2)c2ccc(O)cc12 | 1 | 0 | 2 | -1.0 | 0 | 0.0 | -1 | 4 | 6

Given with each value named: three of the compounds above
O=C(O)CC1=C(O)C(=O)N(c2ccccc2)C1c1ccccc1 (stereo not drawn)
  Fam108B counter = 0 | GRK2 inh = 4 | MCL1-BIM inh = 0 | MEX-5 binding = 1.4 | PME-1 primary = 7 | Efflux pump mplx = 0.0 | VLA-4 inh = 3 | GLD-1 TGE inh = 9 | BCLXL inh = 2

CC1CCCC(NC(=O)COC(=O)CSc2ccc3ccccc3c2)C1C (stereo not drawn)
  Fam108B counter = 7 | GRK2 inh = 3 | MCL1-BIM inh = 6 | MEX-5 binding = 1.6 | PME-1 primary = 2 | Efflux pump mplx = -0.1 | VLA-4 inh = 12 | GLD-1 TGE inh = 7 | BCLXL inh = 5

Cc1noc(C)c1COc1ccc(C(=O)NCc2cccs2)cc1
  Fam108B counter = nt | GRK2 inh = 0 | MCL1-BIM inh = nt | MEX-5 binding = nt | PME-1 primary = nt | Efflux pump mplx = -0.2 | VLA-4 inh = 12 | GLD-1 TGE inh = 1 | BCLXL inh = nt

Some of the compounds tested; count on the stated rates, not on these rows.
